Screening data (PubChem BioAssay)
CAL PDZ FP-1: inhibitors of human CAL PDZ peptide binding; purified CAL PDZ, TMR-peptide fluorescence polarization, 1 h; inhibition, % at 24.9 µM; hit rate 0.92% among 300,000; AID 602252;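 active = mean inhibition of at least 30% with at least half of replicates also reaching 30%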;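 also: 0% = DMSO neutral control and 100% = excess unlabeled competitor peptide PRC23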
DAGLB inhibitor: diacylglycerol lipase beta (human) inhibition. Q8NCG7. HEK293T DAGLB membrane lysate, EnzChek fluorogenic substrate. inhibition, % at 5.17 µM. hit rate 0.059% among 340,000; in the data active = inhibition above about 34%;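 also: 0% = enzyme with vehicle and 100% = wells lacking enzyme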
C-LANA FP: inhibitors of KSHV LANA C-terminal domain DNA binding; hit rate 0.078% among 340,000; MBP-C-LANA/FAM-LBS DNA binding, fluorescence polarization; inhibition, % at 9 µM;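 active = highest replicate inhibition at or above 60% at 9 µM, even if other replicates fall short; inactive = all replicates below 60% inhibition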;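 also: 0% = neutral control wells and 100% = 4 µM acridine orange control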
SR-BI uptake up: SR-BI HDL lipid transfer activation; CHO ldlA[mSR-BI] cells, DiI-HDL uptake fluorescence, 3 h; 100 = double the neutral-control signal; activation, % at 12.5 µM; hit rate 0.096% among 320,000; AID 504775;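 active = mean replicate activation of at least 60% and every replicate at or above 60%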;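 also: 0% = median plate neutral-control signal and 100% = twice that signal; values of inactives mirror those of a sister screen read the other way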
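Assay system: LDL receptor-deficient CHO ldlA cells overexpressing murine SR-BI / Medium: BSA-supplemented, HEPES-buffered Ham's F12, pH 7.4 / Probe or stimulus: DiI-labelled HDL at 10 µg/mL final / Timing: compound with DiI-HDL co-incubation, 3 h at 37 °C / Technique: bottom-read cell fluorescence after medium removal, ex 550/em 595 nm / Measure: HDL uptake via cellular fluorescence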
RTF Ca sens act: cardiac RTF calcium sensitization; P19429+P45379; IANBD-labeled TnC RTF fluorescence at EC20 calcium; 0% EC20 calcium, 100% full calcium; activation, % at 7.2 µM; hit rate 0.24% among 340,000;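 active = activation above the mean over all tested compounds plus 3 SD, cut at about 30% in these data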;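 also: rise in fluorescence read as greater calcium sensitivity of cardiac thin filaments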
Keap1 Nrf2 FP: Keap1-Nrf2 (human) interaction inhibition | inhibition, % at 9.4 µM | AID 504523 | Keap1 Kelch-Nrf2 peptide fluorescence polarization, 1536-well | hit rate 0.15% among 340,000; in the data active = inhibition above about 12%;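 also: human Keap1 Kelch domain with fluorescein labeled Nrf2 9mer peptide probe; 0% = neutral control wells and 100% = peptide positive control; higher means more block of Keap1 binding to Nrf2 peptide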
Target sequence (Q14145 whole entry, looked up, the tested form may be a part): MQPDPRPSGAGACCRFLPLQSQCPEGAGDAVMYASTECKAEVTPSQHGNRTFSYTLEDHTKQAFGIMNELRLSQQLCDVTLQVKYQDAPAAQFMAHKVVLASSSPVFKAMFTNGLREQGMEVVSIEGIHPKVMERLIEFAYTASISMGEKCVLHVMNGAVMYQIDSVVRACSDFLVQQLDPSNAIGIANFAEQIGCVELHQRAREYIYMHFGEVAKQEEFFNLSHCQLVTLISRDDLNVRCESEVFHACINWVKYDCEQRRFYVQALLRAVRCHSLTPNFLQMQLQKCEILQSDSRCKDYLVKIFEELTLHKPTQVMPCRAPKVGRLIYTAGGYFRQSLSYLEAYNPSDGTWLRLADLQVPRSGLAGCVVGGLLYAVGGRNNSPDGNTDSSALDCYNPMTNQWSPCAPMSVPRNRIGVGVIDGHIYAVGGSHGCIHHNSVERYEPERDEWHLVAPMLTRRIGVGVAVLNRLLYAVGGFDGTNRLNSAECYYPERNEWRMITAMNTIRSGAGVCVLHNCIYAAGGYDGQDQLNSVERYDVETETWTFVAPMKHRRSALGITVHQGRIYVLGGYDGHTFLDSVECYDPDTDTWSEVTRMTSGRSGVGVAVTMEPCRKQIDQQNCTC
RTF Ca sens inh: cardiac RTF calcium desensitization | P19429+P45379 | IANBD-labeled cardiac RTF, Ca2+ fluorescence | inhibition, % at 7.15 µM | hit rate 0.12% among 340,000;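 active = inhibition above the mean inhibition of all tested compounds plus 3 SD, cut at about 17% in these data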;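 also: assay run at fixed EC70 calcium of 1.6 mM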
PKA-R2B act: activators of human PKA-R2B complex; AID 504700; activation, % at 11.4 µM; P22694+P31323; PKA-R2B holoenzyme dissociation, Cy5-IP20 fluorescence polarization; R2B truncated from residue 108, S112A mutant; 0% DMSO only, 100% 113 µM cGMP; hit rate 0.079% among 340,000;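 active = activation above a cutoff set at the mean over all compounds plus 3 SD, cut at about 18% in these data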;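 also: higher means more holoenzyme dissociation and a rise in polarization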
CAL PDZ FP-2: human CAL PDZ-peptide interaction inhibition; AID 504414; Q9HD26; inhibition, % at 20 µM; hit rate 0.02% among 330,000; purified CAL PDZ, TMR-peptide fluorescence polarization, 1 h;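 active = highest replicate inhibition of at least 40%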;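 also: plate controls were DMSO neutral control wells for no effect and unlabeled competitor peptide control wells for full effect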
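Control set: unlabelled peptide and DMSO controls / Material: purified CerCALP PDZ construct / Timing: 1 h incubation at room temperature before polarization reading / Doses: 20 µM, one dose / Detection: fluorescence polarization (mP)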
Rtt109 HAT inh: inhibitors of Candida albicans Rtt109/Vps75 histone acetyltransferase; Q5AAJ8; purified Rtt109/Vps75, ThioGlo CoA-SH fluorescence, 4 h; inhibition, % at 34.9 µM; hit rate 0.16% among 330,000; AID 540336;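 active = inhibition of at least 50% in every replicate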
Target sequence (Q5AAJ8 whole entry, looked up): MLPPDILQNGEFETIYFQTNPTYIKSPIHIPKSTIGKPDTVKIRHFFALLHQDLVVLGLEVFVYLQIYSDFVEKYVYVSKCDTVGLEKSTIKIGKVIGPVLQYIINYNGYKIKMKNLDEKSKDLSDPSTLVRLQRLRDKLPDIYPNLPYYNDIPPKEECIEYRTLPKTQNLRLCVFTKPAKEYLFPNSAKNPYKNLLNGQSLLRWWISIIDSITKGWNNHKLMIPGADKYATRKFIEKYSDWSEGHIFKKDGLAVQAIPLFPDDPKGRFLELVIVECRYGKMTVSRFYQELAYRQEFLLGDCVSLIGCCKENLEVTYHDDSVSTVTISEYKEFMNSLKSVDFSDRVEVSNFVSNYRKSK
* hit, by the source's call; . = not tested or not shown.

SMILES | CAL PDZ FP-1 | DAGLB inhibitor | C-LANA FP | SR-BI uptake up | RTF Ca sens act | Keap1 Nrf2 FP | RTF Ca sens inh | PKA-R2B act | CAL PDZ FP-2 | Rtt109 HAT inh
Cc1ccccc1-c1nnc(SCC(=O)N(CC(C)C)c2c(N)n(CC(C)C)c(=O)[nH]c2=O)n1C | -3 | 2 | 0.8 | . | -1 | 0 | -7 | -5 | -2.2 | -1
CSc1cccc(N2CC(C(=O)N3CCN(S(=O)(=O)c4ccccc4Cl)CC3)CC2=O)c1 (stereo not drawn) | . | -2 | 0.1 | -31 | -1 | -3 | -4 | -1 | -2.1 | 11
O=C(c1ccc2c(=O)n3c(nc2c1)CCC3)N1CCCSC1=Nc1ccccc1 | . | 2 | 1.0 | -26 | 11 | 2 | -1 | -11 | -0.8 | 11
O=C(NCc1nc2ccccc2[nH]1)C1=C[C@H](c2csc3ccccc23)C[C@H](OCc2ccc(CO)cc2)O1 | -3 | 0 | 0.1 | -13 | 3 | -1 | -1 | -2 | -0.4 | -8
COC(=O)c1sc2nc[nH]c(=O)c2c1C | 0 | -1 | 1.5 | 12 | -3 | 1 | -8 | 7 | -0.4 | -14
O=C(O)Cc1c[nH]c2cccc(O)c12 | 7 | -2 | 102* | 3 | -8 | -7 | 15 | 9 | -3.5 | -19
C=CCN1C(=O)/C(=C/c2ccc(OC)cc2)S/C1=N/c1nccs1 | -2 | 1 | -1.0 | -34 | -5 | -2 | -13 | 4 | -2.4 | -2
CCn1cc(SCC(=O)NCC2CCCO2)c2ccccc21 (stereo not drawn) | . | 0 | -0.2 | -9 | 7 | -3 | -5 | 1 | 0.1 | -7
CC[C@@H](C)[C@@H]1CN([C@@H](CN2CCC[C@H]2CN2C(N)=NC[C@H]2C(C)C)C(C)C)C(=N)N1CCCC1CCCC1 | -1 | 0 | 0.4 | -14 | -2 | -3 | 2 | 0 | -2.6 | 12
COc1ccc(NC(=O)CSc2nnc(-c3ccccc3C)n2N)cc1OC | -3 | -1 | 0.6 | -1 | 2 | -7 | -4 | 0 | -0.5 | 6
CC(C)=CCN1CCN(Cc2cccc3c2OCO3)CC1CCO (stereo not drawn) | 0 | 0 | -0.4 | 27 | -4 | -5 | 3 | -2 | -0.3 | -19
O=C(NCc1ccccc1)C1CCC(=O)N(CCCN2CCCC2=O)C1 (stereo not drawn) | 3 | -1 | 0.3 | -2 | -5 | 1 | -5 | 0 | -2.2 | -6
COc1ccc(C(=O)NCC(=O)N2CCN(c3ccc(F)cc3)CC2)cc1 | 1 | 1 | -2.4 | 11 | -4 | -8 | -6 | 6 | -2.1 | -4
CC(=O)c1cccc(NC(=O)CN(c2ccccc2)S(C)(=O)=O)c1 | 2 | -2 | -1.9 | 11 | 0 | -5 | -6 | 0 | . | -17
O=C(CN(C(=O)CCC(=O)Nc1nccs1)c1ccccc1F)NCc1ccc2c(c1)OCO2 | 2 | 3 | -0.1 | . | -7 | -2 | -16 | -9 | -1.7 | -4
Cc1ccc(S(=O)(=O)N2CCN(C(=O)CSc3ccc(F)cc3)CC2)cc1 | -1 | 1 | 0.8 | . | 0 | -2 | -10 | 2 | -3.3 | -17
O=c1c2sccc2nc(SCc2cc(=O)n3cc(Br)ccc3n2)n1Cc1ccccn1 | -2 | 2 | -1.5 | 9 | 2 | -4 | 9 | -11 | -4.0 | 3
CCc1ccc(C(=O)COC(=O)c2cc([N+](=O)[O-])ccc2N2CCOCC2)cc1 | -4 | -5 | 0.4 | -81 | -20 | 0 | 5 | -7 | -2.9 | -12
CC(C)c1ccc(NC(=O)[C@@H]2CCC(=O)N2C2OC(=O)c3ccccc32)cc1 (stereo partly drawn) | 0 | -2 | -0.3 | 22 | 10 | -4 | 3 | 3 | 0.1 | -1
COc1ccc(NCCc2ccccn2)cc1 | 1 | 3 | 3.0 | -6 | -2 | 4 | -3 | 5 | 0.0 | -4
COc1ccc(OC)c(-n2c(=S)[nH]c3cc(C(=O)N4CCCCC4)ccc3c2=O)c1 | 14 | 1 | 0.7 | . | 4 | -2 | 1 | -3 | 0.3 | -3
COC(=O)c1cccc(-n2sc3ccccc3c2=O)c1 | 0 | -1 | 0.6 | -8 | 0 | 4 | -5 | -14 | -0.1 | 130*
O=C(N/N=C/c1ccc(O)c2ncccc12)c1cccc(Br)c1 | . | 9 | 0.1 | -72 | 4 | -7 | -2 | 0 | -0.5 | 0
CC(C)c1ccc(NC(=O)c2cc(S(=O)(=O)N3CCCC3)c[nH]2)cc1 | -2 | -2 | 0.9 | -5 | 9 | -6 | 2 | -7 | -1.4 | -2
CSc1nsc(/C=C/Nc2ccc(F)cc2)c1C#N | -3 | 0 | -0.8 | -44 | 15 | -6 | -13 | -5 | -2.5 | 5

4 of the compounds above, as tab-separated lines:
SMILES	CAL PDZ FP-1	DAGLB inhibitor	C-LANA FP	SR-BI uptake up	RTF Ca sens act	Keap1 Nrf2 FP	RTF Ca sens inh	PKA-R2B act	CAL PDZ FP-2	Rtt109 HAT inh
CC(C)c1ccc(NC(=O)[C@@H]2CCC(=O)N2C2OC(=O)c3ccccc32)cc1 (stereo partly drawn)	0	-2	-0.3	22	10	-4	3	3	0.1	-1
O=c1c2sccc2nc(SCc2cc(=O)n3cc(Br)ccc3n2)n1Cc1ccccn1	-2	2	-1.5	9	2	-4	9	-11	-4.0	3
Cc1ccccc1-c1nnc(SCC(=O)N(CC(C)C)c2c(N)n(CC(C)C)c(=O)[nH]c2=O)n1C	-3	2	0.8	.	-1	0	-7	-5	-2.2	-1
CC(C)=CCN1CCN(Cc2cccc3c2OCO3)CC1CCO (stereo not drawn)	0	0	-0.4	27	-4	-5	3	-2	-0.3	-19

(more compounds)
SMILES | CAL PDZ FP-1 | DAGLB inhibitor | C-LANA FP | SR-BI uptake up | RTF Ca sens act | Keap1 Nrf2 FP | RTF Ca sens inh | PKA-R2B act | CAL PDZ FP-2 | Rtt109 HAT inh
CC(C)C(=O)Nc1cccc(C(=O)Nc2ccc3c(c2)OCO3)c1 | 0 | 0 | 0.8 | -27 | 4 | -8 | 1 | -1 | -0.2 | -2
CN(C)C(CNC(C(=O)Nc1ccc([N+](=O)[O-])cc1Br)c1ccccc1)c1ccccc1 (stereo not drawn) | 2 | -2 | 1.0 | -12 | -4 | 3 | -8 | 15 | 0.8 | -1
CC(C(=O)Nc1sc2c(c1C(=O)NCc1ccco1)CCCC2)N1C(=O)c2ccccc2C1=O (stereo not drawn) | -1 | 0 | -3.5 | -14 | -3 | 0 | -16 | -3 | -1.5 | 7
COc1ccc(CN(C(=O)/C=C/C(=O)c2ccc(OC)cc2O)C(C(=O)NC2CCCCC2)c2ccncc2)cc1 (stereo not drawn) | 0 | 1 | 1.3 | 5 | -6 | 0 | 1 | 0 | -2.5 | 7
O=[N+]([O-])c1cc(S(=O)(=O)N2CCOCC2)ccc1N1CCNCC1 | -1 | 2 | 0.1 | 6 | -8 | 1 | 3 | -7 | -2.0 | 2
COc1ccc(CNC(=O)C2CCC(CNS(=O)(=O)c3cccs3)CC2)cc1 (stereo not drawn) | 4 | -1 | -0.8 | . | -5 | 1 | 1 | -5 | -1.9 | 0
COc1cc(C)c(S(=O)(=O)N2CCN(C)CC2)cc1C | -3 | 2 | -1.9 | -18 | -8 | 4 | -4 | 5 | -2.7 | .
Cc1cc(C(=O)Nc2ccc(C)c(S(=O)(=O)N3CCOCC3)c2)c2ccccc2n1 | . | 1 | -0.3 | -53 | 0 | -8 | 5 | -2 | -1.0 | 3
Cc1cc(-c2ccc(C)c(S(=O)(=O)NCCCN3CCCCCC3)c2)on1 | -2 | -1 | -0.6 | -18 | 2 | 0 | -3 | 0 | -1.1 | -18
COc1ccc(OC)c(C2NC(=O)NC(C)=C2C(=O)Nc2ccc(C)cc2)c1 (stereo not drawn) | -11 | -2 | -0.1 | -13 | -1 | 9 | -6 | -4 | -0.2 | 6
O=C(Nc1ccc(F)cc1F)c1cc2nc3c(c(C(F)(F)F)n2n1)CCCC3 | -1 | -3 | -1.3 | -5 | -2 | -9 | -5 | 0 | -0.2 | -6
CCC(C)(C)NC(=O)C(c1ccc(OC)cc1)N(CCOC)C(=O)CCC(=O)Nc1nccs1 (stereo not drawn) | 0 | 1 | 0.0 | 0 | -3 | 0 | -2 | -6 | -2.0 | 0
O=C(NN1C(=O)/C(=C\c2ccc(O)c([N+](=O)[O-])c2)SC1=S)c1ccccc1Cl | -5 | 31 | -2.9 | . | -7 | -12 | -9 | 0 | -2.1 | 5
Cc1ccc(/C=N/NC(=O)COc2ccc(Cl)c(C)c2)o1 | 1 | -2 | 1.8 | . | -3 | 2 | -1 | 1 | -1.6 | -4
Cn1c(=O)c2c(ncn2CC(=O)Nc2nc(-c3ccc(F)c(F)c3)cs2)n(C)c1=O | -1 | 4 | 1.0 | -17 | -3 | -2 | -7 | -2 | -0.7 | 4
COC(=O)C1=C(NC(=O)CCCCl)CCS1 | -4 | 0 | 1.6 | -1 | 6 | -10 | -11 | -5 | -2.5 | -9
Cc1cc(NS(=O)(=O)c2ccc(NC(=O)Cc3ccc([N+](=O)[O-])cc3)cc2)no1 | 0 | 3 | 0.2 | 7 | 1 | 2 | 2 | -3 | -2.9 | 0
CCc1ccccc1NC1=NCC(=O)N1Cc1ccc(OC)cc1 | 0 | -2 | -1.1 | -18 | -2 | 3 | -3 | -10 | -2.0 | -1
CC(C)C1N=C2c3ccccc3N=C(SCC#N)N2C1=O (stereo not drawn) | 0 | 2 | 3.0 | 25 | -1 | 2 | 8 | -4 | 0.6 | 4
O=C(Cn1nc(Cc2cccnc2)c2ccccc2c1=O)Nc1ccccc1F | -3 | 1 | -1.9 | -10 | 3 | 0 | 1 | -11 | 0.7 | -7
CC(=O)C(C)Oc1cc(C)cc2oc(=O)c(C)c(C)c12 (stereo not drawn) | -2 | -1 | -0.4 | 5 | -4 | -3 | -6 | 1 | -0.1 | 7
CCOc1ccc(-c2cn[nH]c2N)cc1 | -2 | 4 | -0.3 | 8 | 0 | 0 | 2 | -3 | -2.6 | -5
NS(=O)(=O)c1ccc2nc(NC(=O)Nc3ccccc3F)sc2c1 | -11 | 0 | 0.8 | -9 | -1 | 3 | 10 | -2 | -10 | .
CCOc1cc2c(cc1O)C(=NO)CC1C2CCC2(C)C(O)CCC12 (stereo not drawn) | -3 | -1 | 0.8 | -20 | -1 | -1 | -7 | -7 | 0.4 | -19
CC1CCCN(c2nc3c(c(=O)n(C)c(=O)n3C)n2Cc2ccccc2)C1 (stereo not drawn) | -3 | -2 | 0.7 | -12 | 11 | -3 | -6 | -3 | -1.2 | -1
CCOC(=O)c1nc(C)n(-c2cc(Cl)ccc2Cl)n1 | -2 | 0 | 0.5 | 11 | -8 | 0 | -7 | -2 | -0.2 | -2
Cc1csc(CNc2ncnc3ccc(-c4cccc(Cl)c4)cc23)c1 | -1 | -4 | -1.0 | -12 | 1 | -3 | 5 | -2 | -1.6 | -5
CC(=O)c1cccc(NC(=O)C2CCN(S(=O)(=O)c3ccccc3)CC2)c1 | . | -2 | 0.4 | -8 | -4 | -4 | 2 | 0 | -1.2 | -6
